Tb PYK inh: T. brucei pyruvate kinase inhibition; hit rate 0.12% among 410,000; Potency, µM (top dose mostly 76.8 µM), without a hit: at the top dose activity, negative = inhibition, most hits filed as inhibitors; TbPYK enzyme, Kinase-Glo Plus ATP luminescence, 45 min; Q57TT1; AID 624173; note: potency is the fitted concentration of half-maximal effect; % is set by controls: 0 for no effect and ±100 for the full control effect; nearly all actives have a fitted effect of over 50% in size
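Enzyme and substrate buffer are dispensed first and compound is pin-transferred. ADP at 130 uM final then starts the reaction, which runs 45 min at room temperature. Detection reagent is added for 10 min before luminescence is imaged.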
Cycloheximide cs: counter-screen hit for Shiga toxin inhibitors, cycloheximide; cell reporter, cycloheximide protein synthesis inhibition counterscreen; max response, %; hit rate 12% among 300,000; in the data active = max response mostly above about 13%, no sharp cut-off; inactive = mostly below about 14%; note: read at 38.3 µM for the half of the compounds with a filed dose; 0% is about no effect
Shiga toxin inh: inhibitors of Shiga toxin in Vero cells | AID 2315 | inhibition, % at 38.7 µM | Vero cells, Shiga toxin protein synthesis inhibition reporter | hit rate 9.2% among 290,000; in the data active = inhibition mostly above about 28%, no sharp cut-off; inactive = mostly below about 43%; note: 0% is about no effect
Pf growth 96h: inhibits malaria parasite growth, 96 h; AID 504834; P. falciparum luciferase reporter growth, 96 h; hit rate 6.9% among 320,000; Potency, µM (doses to about 28.7 µM), without a hit: at the top dose activity change, negative = inhibition, actives largely listed as inhibitors; note: potency is the fitted concentration of half-maximal effect; % is set by controls: 0 for no effect and ±100 for the full control effect
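Erythrocytes infected with luciferase-expressing P. falciparum were dispensed at 2% hematocrit and 0.05% parasitemia (final), then incubated with compounds 96 hours at 37 C in 5% CO2. Luminescence after detection reagent addition reported growth.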
Pf growth 48h: P. falciparum growth inhibition at 48 hours (one generation). P. falciparum luciferase growth in erythrocytes, 48 h. Potency, µM (series often up to 28.7 µM), without a hit: at the top dose activity change, negative = inhibition, actives largely listed as inhibitors. hit rate 5.9% among 310,000. AID 504832; note: potency is the fitted concentration of half-maximal effect; % is set by controls: 0 for no effect and ±100 for the full control effect
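Parasite viability was followed by luminescence of a genomically integrated firefly luciferase. Cultures held 0.1% parasitemia at 2% hematocrit (final), incubated under 5% CO2 at 37 C.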
HCV inhibitor: blocks hepatitis C virus; Potency, µM (titrated, usually from 41.8 µM), for the others: at the highest dose activity change, negative = inhibition, usual class: inhibitors; hit rate 3.4% among 340,000; Huh7.5.1 HCVcc-Cre infection, luciferase reporter, 44 h; note: potency is the fitted concentration of half-maximal effect; % is set by controls: 0 for no effect and ±100 for the full control effect
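HCVcc-Cre virus at an moi near 0.5 was added right after compound to cells cultured 4 h from seeding (1,000 cells/well). Luciferase activity was determined 44 h later, 15 min after substrate addition at RT.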
LmPK inhibitor: blocks Leishmania mexicana pyruvate kinase activity; purified LmPK, Kinase-Glo ATP luminescence, 1 h; Potency, µM (series often up to 57.5 µM), for inactives: at the highest dose activity change, negative = inhibition, actives largely listed as inhibitors; Q27686; hit rate 0.37% among 290,000; note: potency is the fitted concentration of half-maximal effect; % is set by controls: 0 for no effect and ±100 for the full control effect
Target sequence (Q27686 whole entry, looked up): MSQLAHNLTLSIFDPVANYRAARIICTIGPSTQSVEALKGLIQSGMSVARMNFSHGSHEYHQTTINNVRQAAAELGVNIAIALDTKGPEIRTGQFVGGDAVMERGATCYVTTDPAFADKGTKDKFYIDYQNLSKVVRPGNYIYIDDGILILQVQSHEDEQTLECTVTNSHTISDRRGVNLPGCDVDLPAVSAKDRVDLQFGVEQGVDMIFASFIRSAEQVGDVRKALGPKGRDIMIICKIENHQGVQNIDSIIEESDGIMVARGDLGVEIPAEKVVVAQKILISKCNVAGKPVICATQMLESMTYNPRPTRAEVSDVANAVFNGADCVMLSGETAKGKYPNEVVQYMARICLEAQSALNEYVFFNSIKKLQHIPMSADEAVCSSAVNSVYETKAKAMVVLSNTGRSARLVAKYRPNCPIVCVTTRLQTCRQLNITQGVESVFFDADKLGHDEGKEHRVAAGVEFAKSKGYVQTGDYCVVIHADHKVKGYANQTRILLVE
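Screened at intermediate enzyme activity to detect both inhibitors and activators: LmPK at 0.1 nM, with a 0.5 nM enzyme column as activation reference. PEP 0.5 mM, ADP 0.1 mM; ATP detected by luminescence after 1 h.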
* marks the source's active call; other numbers are inactive results; ? = inconclusive; . = not tested or not shown; & = joins results of further samples; [ ] = remark or other dose. Unless noted, calls come from the whole dose curve; as a rule, active = well fitted curve in the direction sought with a large enough effect; inconclusive = small, poorly fitted or top-dose-only effect, or another doubt; inactive = no such curve, though single readings can be large; an effect the other way counts as inactive or inconclusive.

(1) CCN(Cc1ccccc1)C(=O)C(C)OC(=O)c1cc(S(=O)(=O)Nc2c(C)n(C)n(-c3ccccc3)c2=O)ccc1C (configuration not stated)
(2) COC(=O)c1ccc(Oc2ccc3nnc(C)n3n2)cc1
(3) O=C1CCc2cc(S(=O)(=O)NCc3ccccc3Cl)cc3c2N1CC3
(4) CCn1cnc2cc(NCc3cccc(OC)c3O)ccc21
(5) CCOC(=O)/C(C#N)=C/c1cccn1-c1ccc(Cl)cc1
(6) Oc1ccc(/C=N/Nc2ncnc3c2ncn3Cc2ccccc2)cc1O
(7) CCCCCC(=O)Nc1ccc(S(=O)(=O)Nc2nccc(C)n2)cc1
(8) Cc1nnsc1-c1nnc(SCC(=O)c2ccc(C#N)cc2)n1C1CC1
assay / entry	1	2	3	4	5	6	7	8
Tb PYK inh	-1%	-6%	-2%&2%	5%	-2%	3%	-7%	7%
Cycloheximide cs	-2	5	.	44*	-2	4	-5	-3
Shiga toxin inh	-9	2	.	112*	-9	35	-10	-6
Pf growth 96h	-26%	.	0%	19%	0%	?	?	0%
Pf growth 48h	?	8%	-3%	63%[activator]	75%[activator]	?	-3%	-13%
HCV inhibitor	-20%	10%	4%	?	?	-1%	7%	-5%
LmPK inhibitor	-7%	-5%	.	-21%	0%	-1%	7%[11.5 µM]	-7%

(9) Fc1ccc(CSc2nnc(-c3cnccn3)n2Cc2ccco2)cc1
(10) O=C(c1cn(-c2ccccc2)nc1-c1ccc(F)cc1)N1CCCCC1
(11) COc1cc(S(=O)(=O)NCc2ccncc2)c(OC)cc1Cl
(12) CCCCNC(=O)Cc1ccc(Br)cc1
(13) COc1cc(/C=N/NC(=O)C2COc3ccccc3O2)cc(OC)c1OC (configuration not stated)
(14) Nc1nc(SCC(=O)N2CCCCC2)[nH]c(=O)c1NC(=O)c1ccccc1F
(15) Cc1ccc(C(=O)NCc2ccc3c(c2)OCO3)cc1S(=O)(=O)N1CCCCC1
(16) Cc1cccc(C(=O)NCc2nnc(SCc3ccc(F)cc3)n2C)c1
assay / entry	9	10	11	12	13	14	15	16
Tb PYK inh	11%	-10%	-11%	6%	-8%	-7%	-4%	2%
Cycloheximide cs	2	-3	-3	17	-3	-3	-1	0
Shiga toxin inh	24	-5	-8	7	19	-10	0	14
Pf growth 96h	.	12%	-84%[5.75 µM]	47%[activator]	10%	?	0%	?
Pf growth 48h	-5%	?	-20%	16%	-4%	3%	?	-2%
HCV inhibitor	-4%	?	?	19%	-7%	11%	?	-35%
LmPK inhibitor	1%	-3%	0%	5%	0%	-4%	-1%	-1%

(17) Cc1cccc(C)c1NC(=S)N=Nc1c(O)n(C)c2ccc(S(=O)(=O)N3CCOCC3)cc12
(18) O=C(NNc1cc(Cl)ccc1Cl)c1cccnc1Cl
(19) CCc1ccc(C2=NN(c3ccc(S(N)(=O)=O)cc3)C(c3ccc(F)cc3)C2)cc1 (configuration not stated)
(20) Cc1ccc(NC(=O)c2nc(S(=O)(=O)Cc3ccccc3)ncc2Cl)cc1
(21) O=C(NCC1CC1)c1ccccc1Cl
(22) O=C(CCNC(=O)C1CCN(S(=O)(=O)c2ccccc2)CC1)NCc1cccc(C(F)(F)F)c1
(23) COc1ccc(NC(=O)c2ccc(C(=O)c3cc(OC)ccc3OC)cc2)cc1
(24) C#CCOCCOCCOCCNc1nc(N2CCN(C(=O)C([C@@H](C)CC)n3cc(C(N)CO)nn3)CC2)nc(N2CCN(C(=O)[C@H](CCC(=O)O)n3cc(C(N)CC(C)C)nn3)CC2)n1 (some centres not stated)
assay / entry	17	18	19	20	21	22	23	24
Tb PYK inh	-16%	-4%	5%	6%	5%	1%	4%	-8%
Cycloheximide cs	-5	7	-5	12	-2	1	-5	-1
Shiga toxin inh	-12	-10	-3	23	4	-2	-8	-4
Pf growth 96h	?	22%	?	25%	7%	-11%	-4%	80%[activator]
Pf growth 48h	?	430%[activator]	?	50%[activator]	4%	0%	5%	71%[activator]
HCV inhibitor	?	-3%	?	?	12%	?	10%	15%
LmPK inhibitor	2%	-3%	3%	-4%	0%	-2%	3%	-4%

(25) CCCCCNC(=O)c1ccc2c(=O)n(CC3CCCO3)c(=O)[nH]c2c1 (configuration not stated)
(26) CC(NC(=O)CN1C(=O)NC(C)(C2CC2)C1=O)c1ccc(F)cc1 (configuration not stated)
(27) Cc1cc(C)nc(SCNC(=O)c2ccc(Cl)cc2)n1
(28) O=C(CCc1ccncc1)N1CCCC(Nc2ccc(F)cc2)C1 (configuration not stated)
(29) CCCCS(=O)(=O)N1CCN(S(=O)(=O)c2ccc(Cl)s2)CC1
(30) Cc1[nH][nH]c(=O)c1C(c1ccc(O)c([N+](=O)[O-])c1)c1c(C)[nH][nH]c1=O
(31) O=C(/C=C/c1cccs1)N1CCCCC1
(32) S=C1NCCOCCNC(=S)NCCOCCOCCOCCN1
assay / entry	25	26	27	28	29	30	31	32
Tb PYK inh	5%	-1%	-3%	2%	-5%	-8%	-7%	-14%
Cycloheximide cs	-1	.	-3	-1	-3	-1	39*	-2
Shiga toxin inh	-2	.	-5	-28	-30	-9	61*	-1
Pf growth 96h	9%	2%	46%[activator]	1%	34%[activator]	?	?	19%
Pf growth 48h	1.3µM*	13%	.	0%	8%	-16%	89%[activator]	-4%
HCV inhibitor	?	19%	7%	3%	-5%	6%	12%	14%
LmPK inhibitor	0%	.	6%	-10%	-2%	8%	?	0%

(33) COc1ccc(N2CCN(C3CC(=O)N(c4ccc5c(c4)OCCO5)C3=O)CC2)cc1 (configuration not stated)
(34) COc1ccccc1C(=O)NCCC(=O)N1CC=C(c2ccccc2)CC1
(35) Cc1ccc(CN(Cc2cc3cccc(C)c3[nH]c2=O)C(=O)N(C)C)cc1
(36) COc1ccc(OC)c(NC(=O)c2c(NCc3cccs3)sc3c2CCCC3)c1
(37) Clc1ccc(Nc2cc(-c3ccccc3)nc3ncnn23)cc1
(38) Cc1noc(NS(=O)(=O)c2ccc(NC(=O)CSc3nc4ccccc4[nH]3)cc2)c1C
(39) Cc1noc(C)c1S(=O)(=O)N1CCN(C(c2ccccc2)c2ccc(Cl)cc2)CC1 (configuration not stated)
(40) Cc1ccc(NS(=O)(=O)c2cc(C(=O)N3CCN(CCO)CC3)ccc2C)cc1
assay / entry	33	34	35	36	37	38	39	40
Tb PYK inh	2%	-3%	-2%	?	0%	-5%	1%	2%
Cycloheximide cs	2	.	-2	5	-2	-2	-1	.
Shiga toxin inh	-10	.	-13	-3	12	-7	2	.
Pf growth 96h	-13%	?	?	.	51%[activator]	.	?	?
Pf growth 48h	18%	12µM*	-9%	.	29%	9%	.	2%
HCV inhibitor	7%	-5%	-3%	.	-1%	28%	?	0%
LmPK inhibitor	-3%	.	-12%	.	0%	-5%	10%	.

(41) Cc1ccc(S(=O)(=O)N2CCN(C(=O)COC(=O)CCOc3ccccc3)CC2)c(C)c1
(42) C=CCNC(=O)c1onc(CSc2ccccc2CC)c1C(=O)O
(43) O=C(COC(=O)CSCC(=O)N1CCCCC1)NCc1ccc(F)cc1
(44) Cc1ccc(S(=O)(=O)N(CC(=O)N2CCN(c3ccc(F)cc3)CC2)C2CCCCC2)cc1
(45) CCOc1ccc(N/C(N)=N/c2nc(C)c(C)c(=O)[nH]2)cc1
(46) Cn1ccnc1-c1nc2ccccc2[nH]c1=O
(47) O=C(CNc1ccc(Br)cc1)NC(=O)NC1CCCCC1
(48) CCn1c(SCC(=O)c2ccccc2)nc2sc3c(c2c1=O)CCN(C)C3
assay / entry	41	42	43	44	45	46	47	48
Tb PYK inh	2%	-18%	4%	-2%	3%	2%	0%	0%
Cycloheximide cs	.	8	3	-1	1	-2	.	12*
Shiga toxin inh	.	-11	15	34	0	-3	.	70*
Pf growth 96h	-8%	15%	.	11%	-15%	0%	-28%	2.9µM*
Pf growth 48h	-24%	-16%	0%	?	-11%	-1%	-19%	?
HCV inhibitor	20%	6%	19%	-26%	16%	13%	25%	?
LmPK inhibitor	.	6%	4%	-1%	-1%	-1%	.	-1%

Five compounds already listed, arranged by SMILES length, descending.
(24) C#CCOCCOCCOCCNc1nc(N2CCN(C(=O)C([C@@H](C)CC)n3cc(C(N)CO)nn3)CC2)nc(N2CCN(C(=O)[C@H](CCC(=O)O)n3cc(C(N)CC(C)C)nn3)CC2)n1 (some centres not stated)
(19) CCc1ccc(C2=NN(c3ccc(S(N)(=O)=O)cc3)C(c3ccc(F)cc3)C2)cc1 (configuration not stated)
(3) O=C1CCc2cc(S(=O)(=O)NCc3ccccc3Cl)cc3c2N1CC3
(11) COc1cc(S(=O)(=O)NCc2ccncc2)c(OC)cc1Cl
(47) O=C(CNc1ccc(Br)cc1)NC(=O)NC1CCCCC1
assay / entry	24	19	3	11	47
Tb PYK inh	-8%	5%	-2%&2%	-11%	0%
Cycloheximide cs	-1	-5	.	-3	.
Shiga toxin inh	-4	-3	.	-8	.
Pf growth 96h	80%[activator]	?	0%	-84%[5.75 µM]	-28%
Pf growth 48h	71%[activator]	?	-3%	-20%	-19%
HCV inhibitor	15%	?	4%	?	25%
LmPK inhibitor	-4%	3%	.	0%	.

Compound profiles, from the list above. Order of screens: Tb PYK inh | Cycloheximide cs | Shiga toxin inh | Pf growth 96h | Pf growth 48h | HCV inhibitor | LmPK inhibitor
Cc1ccc(S(=O)(=O)N(CC(=O)N2CCN(c3ccc(F)cc3)CC2)C2CCCCC2)cc1 in the list: -2% | -1 | 34 | 11% | ? | -26% | -1%
O=C(COC(=O)CSCC(=O)N1CCCCC1)NCc1ccc(F)cc1 in the list: 4% | 3 | 15 | . | 0% | 19% | 4%

New compounds follow:
(49) O=C(CSc1nc2[nH]c(=O)cc(O)c2s1)Nc1cccc(Br)c1
(50) O=C1C=C(c2ccc(O)cc2)C[C@@H](c2ccc(Cl)cc2)C1
(51) OCCn1c(CSc2nc3ccccc3n2CCO)nc2ccccc21
(52) O=C(N1CCOCC1)N1CCCC(c2nc(-c3cccs3)no2)C1 (configuration not stated)
(53) CCC(C)NC(=O)c1ccccc1NC(=O)Nc1ccccc1 (configuration not stated)
(54) O=C1CCC(C(=O)N2CCN(c3cnccn3)CC2)CN1CCc1cccc(F)c1 (configuration not stated)
(55) COc1cc(C2C3C(C)N(C)C(=O)N(C)C3N(C)C(=O)N2C)ccc1O (configuration not stated)
(56) O=C(O)CNC(=O)C1CCCN1C(=O)CNC(=O)OCc1ccccc1 (configuration not stated)
(57) CCOc1ccccc1NC(=S)Nc1ccccc1F
(58) CCSc1nnc(COc2ccccc2)n1CC
(59) Cc1cc(C)cc(C(=O)NCC(=O)N2CCC3(CC2)NCCc2[nH]cnc23)c1
assay / entry	49	50	51	52	53	54	55	56	57	58	59
Tb PYK inh	-14%	4%	-18%	3%	2%	1%	-10%	2%	6%	0%	-12%
Cycloheximide cs	.	.	-4	11	0	16	-4	-2	5	-3	3
Shiga toxin inh	.	.	-18	33	-19	12	15	-4	10	-2	-13
Pf growth 96h	?	2.3µM*	?	64%[activator]	41%[activator]	2%	?	45%[activator]	13µM*	19%	41%[activator]
Pf growth 48h	-15%	3.7µM*	-2%	18%	40%[activator]	-13%	21%	13%	1%	-2%	3%
HCV inhibitor	11%	-5%	14%	.	-14%	-10%	4%	14%	6%	2%	12%
LmPK inhibitor	.	.	4%	1%	-5%	-4%	5%	-1%	-1%	2%	0%
